NCI-60 one-dose screen, 48 h, at 10 µM unless noted. Numbers give growth in % (100 = growth as untreated, 0 = no growth, -100 = all killed).
HT29 = HT29 colon cancer. 81,000 compounds, 7.4% hits
NCI-H322M = NCI-H322M lung cancer | 80,000 compounds, 2.7% hits | AID 1794733
COLO 205 = COLO 205 colon cancer; 79,000 compounds, 7.3% hits; AID 1794742
HCT-116 = HCT-116 colon cancer. AID 1794798. 82,000 compounds, 7.3% hits
NCI-H460 = NCI-H460 lung cancer; 82,000 compounds, 6.8% hits; AID 1794736
NCI-H226 = NCI-H226 lung cancer; 79,000 compounds, 3.5% hits
KM12 = KM12 colon cancer cells; AID 1794800; 82,000 compounds, 5% hits
HCT-15 = HCT-15 colon cancer | 82,000 compounds, 5.2% hits
SW-620 = SW-620 colon cancer; 82,000 compounds, 5.2% hits
The depositor's hits bear a star; . = no result given; & = joins results of further samples; ! = not active in a repeat. The calls were made as follows: active = growth percent below 10; inactive = the rest.

mol,HCT-15,NCI-H460,COLO 205,NCI-H322M,NCI-H226,HCT-116,SW-620,HT29,KM12
O=Cc1nc2ccccc2c(/C=C/c2ccc(Br)cc2)c1C(=O)c1ccccc1,103,101,115,107,.,97,93,100,102
Cc1[nH]nc(-c2ccc(OCc3ccc(F)cc3)cc2O)c1Oc1ccccc1,55,89,95,98,89,65,103,81,76
COc1cc(N/C(N)=N\C(N)=NC(C)C)cc(OC)c1OC,108,114,105,120,100,117,104,110,120
CCN(CC)S(=O)(=O)N1CCN(S(=O)(=O)N(CC)CC)CC1,106,118,111,103,97,103,111,104,105
COC(=O)/C=C/c1ccccc1,100,107,.,97,90,100,97,101,103
CCOC(=O)c1c(CN2CCN(C)CC2)nc2ccc(Cl)cc2c1-c1ccccc1,63,59,97,108,103,64,95,18,76
CCCCCCC1N=C(N)N=C(N)N1c1cccc(Cl)c1 (stereo not drawn),84,18,54,43,68,17,27,18,19
COc1ccc(N2CCN(CCC3=C(C)NC4OC(c5ccccc5)=NN4C3=O)CC2)cc1 (stereo not drawn),95,103,135,95,79,97,106,123,96
O=C(c1ccc([N+](=O)[O-])cc1)N1CCOCC1,92,107,95,103,.,100,108,93,111
CC(C)(O)CNC(=O)c1cccc([N+](=O)[O-])c1,107,107,113,110,102,102,107,110,110
CCOC(=O)C1CCN(S(=O)(=O)c2ccc3c(c2)CN(C(=O)C(F)(F)F)CC3)CC1,100,107,119,104,112,107,95,111,107
CN(C)c1ncc(/C=C2\SC(=S)N(Cc3ccccc3)C2=O)s1,92,110,110,103,99,102,111,111,96

The list goes on.
mol,HCT-15,NCI-H460,COLO 205,NCI-H322M,NCI-H226,HCT-116,SW-620,HT29,KM12
O=C(/C=C/C12c3ccccc3C(c3ccccc31)C1C(=O)NC(=O)C12)c1cccs1 (stereo not drawn),26,17,44,32,73,14,27,23,23
O=C1C(Cl)=C(N/N=c2/[nH][nH]/c(=N/NC3=C(Cl)C(=O)c4ccccc4C3=O)c3ccccc23)C(=O)c2ccccc21,84,81,52,58,75,62,61,102,19
CCC(C)COC(=O)Nc1cccc(Cl)c1 (stereo not drawn),103,99,112,102,93,97,93,89,108
COc1cc(NS(C)(=O)=O)ccc1Nc1c2ccccc2nc2c(C)cccc12,0.3*,-9.3*,0.5*,29&23,-45*,8.7*,6.1*!,0.9*,8.0*
CC#Cc1nc2ccccc2c(=O)[nH]1,3.7*,73,79,104,64,41,41,51,41
CC(=O)N1N=C(c2ccc(Nc3nc(NCCO)nc(NCCO)n3)cc2)CC1c1ccc(C(F)(F)F)cc1 (stereo not drawn),100,101,97,98,96,96,104,92,98
CSc1nc(N)c2[nH]c(-c3cc4ccccc4[nH]c3=O)nc2n1,65,60,98,67,105,54,90,94,97
c1ccc(Nc2cccc3ccccc23)cc1,105,109,105,105,98,101,104,92,106
Oc1cncc(-c2ccc3ncnc(N4CCc5cc(F)c(Cl)cc54)c3c2)c1,66,39,77,54,42,49,63,58,61
COc1ccccc1N1CCN(CCn2c(=O)c3c(c4ccccc4n3C)n(C)c2=O)CC1,101,97,100,101,83,98,99,68,103
O=S(=O)(O)c1ccc(N/N=C/c2ccccc2O)cc1,115&99,109&111,115&103,112&128,91&104,116&97,106&103,115&102,106&105
O=S(=O)(O)C1(O)CCCCC1,87,48,96,89,95,51,82,59,83

Of the compounds above, two have two or more sulfur atoms.
mol,HCT-15,NCI-H460,COLO 205,NCI-H322M,NCI-H226,HCT-116,SW-620,HT29,KM12
CCN(CC)S(=O)(=O)N1CCN(S(=O)(=O)N(CC)CC)CC1,106,118,111,103,97,103,111,104,105
CN(C)c1ncc(/C=C2\SC(=S)N(Cc3ccccc3)C2=O)s1,92,110,110,103,99,102,111,111,96

Continued.
mol,HCT-15,NCI-H460,COLO 205,NCI-H322M,NCI-H226,HCT-116,SW-620,HT29,KM12
Clc1ccc(Nc2nc(Nc3ccc(Cl)cc3)nc(Nc3ccc(-c4cc(-c5cccc(Cl)c5)on4)cc3)n2)cc1,90,96,91,85,100,100,97,105,104
N#C/C(=C/c1c(Cl)cccc1Cl)C(N)=O,79,101,104,93,96,89,97,99,90
O=[N+]([O-])c1cccc(-c2nnc3c(/C=C/c4ccc(F)cc4)nc4ccccc4n23)c1,86,90,126,101,99,81,96,99,98
COc1ccc(-c2cc(Cc3cccs3)c(=O)n(Cn3cncn3)n2)cc1,101,112,117,100,96,101,110,.,108
N=C(N)SC/C=C/CSC(=N)N,92,112,117,99,105,101,103,99,98
COC(=O)Nc1cccc(Cl)c1OC,96,38,127,107,97,107,72,111,111
NNS(=O)(=O)c1ccc(Oc2ccc(S(=O)(=O)NN)cc2)cc1,93,111,143,99,93,88,107,114,113
Oc1ccc(/C=C2\CCCCc3cc4ccc(O)cc4[o+]c32)c(O)c1,95,113,150,98,108,98,125,116,107
O=C(O)c1ccc(-n2cc(CO)c(-c3cccc(C(F)(F)F)c3)n2)cc1,110,106,116,98,89,99,107,100,99
COc1ccc(Nc2nc(-c3cccc4ccccc34)nc3sc4c(c23)CCCCCC4)cc1,96,104,117,130,94,89,102,104,118
Fc1ccc(-c2cn3ccnc3c(-c3ccc4ncn(C5CCCCC5)c4c3)n2)cc1,92,94,116,100,77,82,92,102,97
Cc1noc(NS(=O)(=O)c2ccc(Nc3nc(CC(=O)Nc4ccccc4)cs3)cc2)c1C,105,104,111,96,95,102,106,108,103

Next section:
mol,HCT-15,NCI-H460,COLO 205,NCI-H322M,NCI-H226,HCT-116,SW-620,HT29,KM12
O=C(CCN1C(=O)c2ccccc2C1=O)Nc1ccc(Cl)cc1,62,44,118,82,.,61,103,44,75
OCc1cccc2ccccc12,101,112,114,121,112,103,.,114,107
CCOc1cc(C(=O)NCCN(CC)CC)nc2cc(Cl)ccc12,108,108,101,130,98,105,98,109,98
COc1ccc(/C=N\NC(=O)Cn2c3ccccc3c3ccncc32)cc1OC,98,97,92,104,92,98,99,94,101
C=C(C)[C@@H]1CC[C@]2(CO)CC[C@]3(C)[C@H](CC[C@@H]4[C@@]5(C)CCC(NCCc6ccc(O)cc6)C(C)(C)[C@@H]5CC[C@]43C)[C@@H]12 (stereo partly drawn),-93*,-90*,-76*,-76*,67,-90*,-80*,-88*,-84*
C=CCn1c(SCC(=O)Nc2cccc(C(=O)/C=C/c3ccc(OC)c(OC)c3)c2)nc2ccccc2c1=O,72,92,116,88,84,56,74,95,92
O=C(N/N=C/c1c(Cl)cccc1Cl)c1cccc(Nc2ccnc(C(F)(F)F)c2)c1,78,82,89,108,79,77,99,97,108
NC1=NC2(Cc3ccccc3C2=O)n2c(nc3ccccc32)N1 (stereo not drawn),92,106,87,111,81,98,99,105,100
COc1cc(C(=O)N2CCN(C(=O)c3cc(OC)c(OCc4ccccc4)cc3N)CC2)c(N)cc1OCc1ccccc1,130,115,115,99,122,104,119,116,109
CC(O)CN(C)Cc1ccccc1 (stereo not drawn),101,103,105,108,91,87,100,104,105
O=c1c2cc(F)cc(Cl)c2sc2c(Cl)nc3ccccc3c12,103,100,116,98,.,104,98,101,101
Cc1cccc(NC(=O)c2sc3nc4c(cc3c2N)CN(Cc2ccccc2)CC4)c1C,30,13,-0.4*,40,60,29,24,9.3*,26

Seven compounds from above with just KM12 and SW-620:
molecule	KM12	SW-620
Cc1cccc(NC(=O)c2sc3nc4c(cc3c2N)CN(Cc2ccccc2)CC4)c1C	26	24
C=C(C)[C@@H]1CC[C@]2(CO)CC[C@]3(C)[C@H](CC[C@@H]4[C@@]5(C)CCC(NCCc6ccc(O)cc6)C(C)(C)[C@@H]5CC[C@]43C)[C@@H]12 (stereo partly drawn)	-84*	-80*
CCOc1cc(C(=O)NCCN(CC)CC)nc2cc(Cl)ccc12	98	98
O=c1c2cc(F)cc(Cl)c2sc2c(Cl)nc3ccccc3c12	101	98
CC(O)CN(C)Cc1ccccc1 (stereo not drawn)	105	100
OCc1cccc2ccccc12	107	.
O=C(N/N=C/c1c(Cl)cccc1Cl)c1cccc(Nc2ccnc(C(F)(F)F)c2)c1	108	99

Later entries
mol,HCT-15,NCI-H460,COLO 205,NCI-H322M,NCI-H226,HCT-116,SW-620,HT29,KM12
C#CCSc1ncnc2nc[nH]c12,102,101,103,113,96,106,102,101,115
CC1SC(c2ccc(Br)cc2)N(NC(=O)CCC(=O)c2nc3ncccc3[nH]2)C1=O (stereo not drawn),107,103,109,91,94,103,92,95,92
O=C1/C(=C/c2ccc(OCc3ccccc3)cc2)Oc2cc(OCCN3CCCCC3)ccc21,14,70,105,98,90,52,71,33,82
O=c1c2c(c3ccccc3n1-c1ccccc1)Nc1ncnn1C2c1ccc(Cl)cc1 (stereo not drawn),92,105,106,97,110,84,120,132,109
O=C(c1ccccc1)C(NCCc1ccccc1)c1ccccc1 (stereo not drawn),103,99,101,129,93,102,97,108,103
CN(C)c1ccc(/C=N\NC(=O)c2ccc3nc(-c4ccc(Cl)cc4)[nH]c3c2)cc1,67,36,41,78,93,49,46,4.3*,65
O=c1[nH]c(=S)[nH]c(=O)n1Cc1ccc(F)cc1,100,106,108,107,96,102,100,108,104
COc1ccc(CNc2c(OC)nc(N)nc2-n2c(-c3ccc(OC)cc3)nc3ccccc32)cc1,105,115,108,99,98,103,102,112,97
C/C=N/c1ncnc2c1N=C(c1ccc3c(c1)OCO3)CC(c1ccc([N+](=O)[O-])cc1)N2C(C)=O (stereo not drawn),98,90,96,93,81,38,86,74,78
Cc1nc(/N=C(\N)NC(=O)Nc2ccccc2Cl)sc1C,30,12,12,51,68,28,36,18,40
O=C(CCc1nnc(CN2CCN(CCO)CC2)o1)c1nc2ccc([N+](=O)[O-])cc2[nH]1,101,102,86,92,94,.,107,95,93
COc1ccc(CN2C(=O)CSC2c2cc(OC)c(OC)c(OC)c2)cc1OC (stereo not drawn),97,118,115,105,111,114,108,105,107

(more compounds)
mol,HCT-15,NCI-H460,COLO 205,NCI-H322M,NCI-H226,HCT-116,SW-620,HT29,KM12
Cn1ccc2cc(NC(=O)Cn3cc(CN4CCOCC4)nn3)ccc21,102,108,124,111,118,101,108,105,107
COc1cc(-c2cc(C(=O)O)c3cc4ccccc4cc3n2)cc(OC)c1OC,107,110,112,117,109,118,106,114,114
CNS(=O)(=O)/N=C1\NC(=O)NC1=C(Cl)Cl,101,102,123,105,102,108,115,108,111
CN(C)c1ccc(/C=C2/C=C(c3ccc(-c4ccccc4)cc3)OC2=O)cc1,93,85,107,94,62,77,91,96,90
COc1cc(Cn2c(SCC(=O)Nc3ccc(Cl)cc3)nc3ccccc3c2=O)cc(OC)c1OC,73,18,93,64,39,36,78,87,79
Cc1ccc(F)c(Br)c1,100,104,119,94,109,101,.,103,110
CC(N)(Cc1ccccc1)C(=O)O (stereo not drawn),99,102,102,99,93,101,96,106,103
COCCn1cc(-c2csc(-c3cn(C)c4ccc(F)cc34)n2)c2cccnc21,28,52,62,76,83,76,38,36,40
C=C1C[C@@]2(C)C(CC[C@]3(C)C2CC=C2C4CC(C)(C)C[C@@H](OC(=O)/C(C)=C\C)[C@]4(C(=O)O)CC[C@]23C)C(C)(C)C1=O (stereo partly drawn),-17*,-37*,-11*,47,-73*,-79*,-29*,-20*,3.0*
Cc1[nH]c(=S)[nH]c(=O)c1C,99,109,115,114,100,110,109,104,108
Cc1cccc(C)c1Nc1nnc(-c2ccco2)o1,103,103,103,103,96,99,98,99,95
C[n+]1ccccc1C(=O)NCc1ccc(Cl)cc1Cl,112,102,104,107,97,98,102,100,104

The results go on:
mol,HCT-15,NCI-H460,COLO 205,NCI-H322M,NCI-H226,HCT-116,SW-620,HT29,KM12
N#Cc1c(NCc2ccccc2F)sc2c1CCCC2,106,106,.,102,88,94,100,91,104
O=C1/C(=C/c2cc(Cl)cc(I)c2O)Cc2cc3c(cc21)OCO3,107,106,122,97,92,102,101,115,102
Cc1nc2ccccc2c(/C=C/c2ccc(C(F)(F)F)cc2)c1C(=O)c1ccccc1,67,78,84,98,82,45,77,60,73
O=C(CBr)c1ccc(OC(=O)c2ccccc2)cc1,101,104,109,134,113,76,88,115,106
Cc1ccccc1OCCCn1ccc(=O)[nH]c1=O,104,106,.,104,100,97,109,102,102
CC(C)C[C@H](NC(=O)/C=C/Cn1ccc2ccccc2c1=O)B(O)O,68,85,50,85,-16*,16,25,8.4*,38
CC(=O)c1c(O)c(C)c(O)c2c1OC1=CC(=O)/C(=C(/C)N)C(=O)C12C (stereo not drawn),83,98,96,97,74,63,99,65,88
C#Cc1nc(C2=C(C)C(=N\O)/C(=N/O)C2)cs1,94,97,118,99,101,87,109,111,67
CCOC(=O)c1ccc(NC2=C(Cl)C(=O)c3nc(C)ccc3C2=O)cc1,-49*,79,59,97,86,7.3*,-20*,71,51
Clc1ccc(Cc2ccccn2)cc1,101,109,108,91,98,96,99,95,102
COc1ccc(N(Cc2ccc(Cl)cc2)C2OC(=O)c3ccccc32)cc1 (stereo not drawn),105,109,104,92,92,101,104,81,95
O=C1CCC23C=CC(O2)C2(Nc4ccccc4NC2=O)c2cc(Cl)ccc2N13 (stereo not drawn),104,112,111,94,109,82,106,90,103

Other structures
mol,HCT-15,NCI-H460,COLO 205,NCI-H322M,NCI-H226,HCT-116,SW-620,HT29,KM12
CC(OC=O)C(=O)O (stereo not drawn),99,106,110,97,99,109,101,103,98
O=C1N/C(=N\c2ncn[nH]2)S/C1=C\c1cccc([N+](=O)[O-])c1,41,55,115,68,70,60,118,114,78
Cc1cc(=O)[nH]c(NNC(=S)Nc2ccccc2)n1,110,107,122,112,98,99,100,98,108
CC(C)(NC(=O)c1cc(Cl)c2ccccc2c1O)C(=O)O,110,108,123,124,94,97,106,99,110

Three entries from above, sorted by length of the SMILES, ascending:
mol,HCT-15,NCI-H460,COLO 205,NCI-H322M,NCI-H226,HCT-116,SW-620,HT29,KM12
COc1cc(N/C(N)=N\C(N)=NC(C)C)cc(OC)c1OC,108,114,105,120,100,117,104,110,120
O=C(O)c1ccc(-n2cc(CO)c(-c3cccc(C(F)(F)F)c3)n2)cc1,110,106,116,98,89,99,107,100,99
O=C1C(Cl)=C(N/N=c2/[nH][nH]/c(=N/NC3=C(Cl)C(=O)c4ccccc4C3=O)c3ccccc23)C(=O)c2ccccc21,84,81,52,58,75,62,61,102,19
